Screening data from PubChem.
TrxR1 inh = qHTS Assay for Inhibitors of Mammalian Selenoprotein Thioredoxin Reductase 1 (TrxR1): qHTS. Thioredoxin reductase 1, cytoplasmic (Rattus norvegicus), O89049. hit rate 1% among 390,000. Potency, µM (highest dose often 114 µM), inactives show top-dose activity change, negative = inhibition, most hits filed as inhibitors. recombinant rTrxR1, NADPH fluorescence consumption, selenite substrate; further: on the % scale 0 is the no-effect control and ±100 the full control effect; nearly all actives have a fitted effect of over 65% in size
Target sequence (O89049 whole entry, looked up): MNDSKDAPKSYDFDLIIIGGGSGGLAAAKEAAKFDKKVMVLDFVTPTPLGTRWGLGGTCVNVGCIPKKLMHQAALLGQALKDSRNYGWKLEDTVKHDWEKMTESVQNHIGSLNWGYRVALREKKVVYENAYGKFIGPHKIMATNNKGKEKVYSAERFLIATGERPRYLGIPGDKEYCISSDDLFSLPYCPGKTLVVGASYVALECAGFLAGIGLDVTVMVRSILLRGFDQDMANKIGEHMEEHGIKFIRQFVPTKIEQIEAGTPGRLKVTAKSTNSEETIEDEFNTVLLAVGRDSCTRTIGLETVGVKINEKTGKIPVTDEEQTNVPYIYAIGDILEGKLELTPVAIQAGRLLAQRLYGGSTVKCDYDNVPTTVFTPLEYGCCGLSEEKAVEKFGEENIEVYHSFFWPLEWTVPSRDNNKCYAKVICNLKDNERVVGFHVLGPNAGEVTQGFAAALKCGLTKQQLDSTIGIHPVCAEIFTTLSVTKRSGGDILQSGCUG
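Rat TrxR1 (90 nM in the dispensed reagent) was pre-reduced with 400 uM NADPH for 5 min at room temperature, then incubated with compound for 15 min. After 400 uM selenite was added, NADPH fluorescence (Ex 340/Em 450 nm) was followed for 8 min.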
RXFP1 agonist = qHTS Assay for Agonists of the Relaxin Receptor RXFP1; HEK293T-RXFP1 cAMP TR-FRET, 30 min; response scale: percent of porcine relaxin response, buffer zero; Potency, µM (series often up to 57.5 µM), for inactives: at the highest dose activation, most hits filed as activators; hit rate 0.3% among 370,000; AID 2676, 2010; further: on the % scale 0 is the no-effect control and ±100 the full control effect; nearly all actives have a fitted effect of over 60% in size; many of its hits are not listed in these tables
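HEK293T cells stably expressing RXFP1 were pretreated with the PDE4 inhibitor Ro 20174, exposed to compounds for 30 min at 37C, lysed, and cAMP was read by TR-FRET. Data normalized to buffer (basal) and 29 nM porcine relaxin (100%).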
USP1 inh = Inhibitors of USP1/UAF1: Primary Screen. Ubiquitin carboxyl-terminal hydrolase 1 (Homo sapiens), O94782. AID 743255, 2014. hit rate 0.23% among 390,000. Potency, µM (highest dose often 57.1 µM), for inactives: at the top dose activity change, negative = inhibition, actives largely listed as inhibitors. recombinant USP1/UAF1, Ub-Rhodamine cleavage fluorescence; further: on the % scale 0 is the no-effect control and ±100 the full control effect; nearly all actives have a fitted effect of over 60% in size; inactives centre near -12
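USP1/UAF1 complex at 1 nM was preincubated with compound for 15 min at room temperature, then Ub-Rho substrate (150nM final) was added. Fluorescence (480/540 nm) was read kinetically, 6 reads every 60 seconds.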
Vif-APOBEC3F blk = qHTS for Inhibitors of Vif-A3F Interactions: qHTS | HeLa A3F-eYFP + Vif (tagged APOBEC3F with the HIV-1 protein that degrades it), YFP fluorescence increase | Potency, µM (highest dose often 46.1 µM), for the others: at the top dose activity, negative = active | hit rate 0.2% among 390,000; further: % of control where 0% means no effect; nearly all actives have a fitted effect of over 65% in size
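Fluorescence increase (Ex 488/Em 500-530) after overnight compound treatment at 37 deg C flags inhibition of Vif-driven A3F-eYFP loss in stable HeLa A3F-eYFP/Vif cells seeded overnight beforehand.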
TrxR1 substrate = qHTS Assay for Substrates of Mammalian Selenoprotein Thioredoxin Reductase 1 (TrxR1): qHTS | Thioredoxin reductase 1, cytoplasmic (Rattus norvegicus), O89049 | purified TrxR1 substrate turnover, NADPH consumption readout | Potency, µM (titrated, usually from 114 µM), inactives show at the top dose activity change, negative = substrate turnover | hit rate 0.01% among 390,000 | AID 588456, 2011; further: on the % scale 0 is the no-effect control and ±100 the full control effect; nearly all actives have a fitted effect of over 50% in size
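Rat TrxR1, dispensed at 90 nM, was prereduced with 400 uM NADPH (final) for 5 min at ~22 deg C, then incubated with compound 15 min before 400 uM selenite. A first-read NADPH fluorescence drop versus no-compound background flagged substrates.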
ALOX12 inh = Primary qHTS assay for inhibitors of human arachidonate 12S-lipoxygenase (ALOX12): Round 2 | Polyunsaturated fatty acid lipoxygenase ALOX12 (Homo sapiens), P18054 | purified 12hLO, xylenol orange hydroperoxide absorbance | Potency, µM (highest dose often 108 µM), inactives show top-dose activity change, negative = inhibition, usual class: inhibitors | hit rate 1.1% among 580,000; further: on the % scale 0 is the no-effect control and ±100 the full control effect
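Hydroperoxide product was detected by ferrous iron/xylenol orange as the 573 to 405 nm absorbance ratio. Arachidonic acid at 40 uM (final) was turned over for 30 min at room temperature by 150 nM human 12hLO, pH 7.0 Hepes buffer, after 15 min compound preincubation.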
RGS4 inh = Inhibitors of Regulator of G Protein Signaling (RGS) 4: qHTS | Regulator of G-protein signaling 4 (Homo sapiens), P49798 | Transcreener GDP fluorescence polarization, RGS4-accelerated GTP hydrolysis | Potency, µM (titrated, usually from 114 µM), for inactives: at the top dose activity change, negative = inhibition, most hits filed as inhibitors | hit rate 0.039% among 390,000 | AID 504845, 2011; further: on the % scale 0 is the no-effect control and ±100 the full control effect; nearly all actives have a fitted effect of over 75% in size; some results filed as inactive show a strong effect at the top dose
Target sequence (P49798 whole entry, looked up): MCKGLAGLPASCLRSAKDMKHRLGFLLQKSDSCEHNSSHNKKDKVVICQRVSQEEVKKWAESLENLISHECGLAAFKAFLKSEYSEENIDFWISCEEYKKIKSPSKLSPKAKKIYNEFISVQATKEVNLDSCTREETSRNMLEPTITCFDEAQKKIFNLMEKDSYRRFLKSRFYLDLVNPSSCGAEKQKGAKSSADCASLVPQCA
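MLSMR compounds (23 nl, pin-transferred) preincubated 10 min at room temperature with a 500nM (2x) first reagent, then RGS4 at 900nM (2x) plus Transcreener GDP mix added; fluorescence polarization (620/688 nm) read before and after 90 min at 30 °C.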
IDH1 R132H inh = qHTS for Inhibitors of mutant isocitrate dehydrogenase 1 (IDH1): qHTS; Isocitrate dehydrogenase [NADP] cytoplasmic (Homo sapiens), O75874; IDH1-R132H enzyme, NADPH consumption, diaphorase/resazurin fluorescence; Potency, µM (doses to about 76.6 µM), without a hit: top-dose activity change, negative = inhibition, actives largely listed as inhibitors; hit rate 0.093% among 390,000; AID 602179, 2012; further: on the % scale 0 is the no-effect control and ±100 the full control effect; nearly all actives have a fitted effect of over 65% in size
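IDH1-R132H (0.5 ug/mL) preincubated 30 min with compound, then NADPH (0.016 mM) and alpha-KG (2 mM) added; 80 min at RT, pH 7.5. Remaining NADPH coupled via diaphorase/resazurin to fluorescence (540/590 nm); concentration-response curves normalized to no-enzyme control.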
Vif-A3G inh = qHTS for Inhibitors of Vif-A3G Interactions: qHTS; DNA dC->dU-editing enzyme APOBEC-3G (Homo sapiens), Q9HC16; HeLa A3G-eYFP + Vif (tagged APOBEC3G with the HIV-1 protein that degrades it), YFP fluorescence, overnight; Potency, µM (doses to about 46.1 µM), without a hit: at the highest dose activity, negative = active, most hits filed as inhibitors; hit rate 0.076% among 410,000; AID 602310, 2012;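 further: on the % scale 0 is the no-effect control and ±100 the full control effect; nearly all actives have a fitted effect of over 60% in size; hits raise eYFP signal because A3G escapes Vif-driven loss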
Target sequence (Q9HC16 whole entry, looked up): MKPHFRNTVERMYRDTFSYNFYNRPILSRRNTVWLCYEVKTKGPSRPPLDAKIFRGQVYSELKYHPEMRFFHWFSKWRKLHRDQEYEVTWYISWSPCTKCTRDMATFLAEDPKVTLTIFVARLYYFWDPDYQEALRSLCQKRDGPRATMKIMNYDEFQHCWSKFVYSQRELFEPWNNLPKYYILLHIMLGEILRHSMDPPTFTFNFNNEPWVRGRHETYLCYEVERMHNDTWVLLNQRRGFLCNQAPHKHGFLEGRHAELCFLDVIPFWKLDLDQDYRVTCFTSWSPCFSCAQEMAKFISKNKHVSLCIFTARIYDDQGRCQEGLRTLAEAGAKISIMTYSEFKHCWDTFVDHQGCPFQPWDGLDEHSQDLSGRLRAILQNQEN
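HeLa cells stably expressing Vif and C-terminally eYFP-tagged A3G, seeded overnight at 37 deg C, then exposed to compound by pintool overnight at 37 deg C. Rise in yellow fluorescence (Ex 488/Em 500-530, Acumen) marks blocked Vif-driven A3G degradation.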
Numbers without * were called inactive; ? = inconclusive; nt = no result given; & = joins results of further samples; [ ] = another dose, or the depositor's remark. The call rests on the fitted dose curve; in most records, active means well fitted curve in the direction sought with a large enough effect; inconclusive means small, poorly fitted or top-dose-only effect, or another doubt; inactive means no such curve, though single readings can be large; an effect the other way counts as inactive or inconclusive. Potency means the concentration at half of the fitted maximal effect. Not all compounds are listed, so the mix of outcomes need not match the whole.

SMILES | TrxR1 inh | RXFP1 agonist | USP1 inh | Vif-APOBEC3F blk | TrxR1 substrate | ALOX12 inh | RGS4 inh | IDH1 R132H inh | Vif-A3G inh
O=C(COc1ccc(S(=O)(=O)NC2CCCCC2)cc1Cl)NCc1cccnc1 | -6.1% | 0.2% | -4.5% | -9.0% | -1.9% | ? | -19.9% | -0.2% | 6.1%
O=C(NCCCn1ccnc1)c1ccc(C(F)(F)F)cc1 | 8.4% | -1.7% | -1.2% | -0.9% | -0.3% | 25.6% | 1.3% | -6.1% | 0.9%
O=C(Cn1cnc2c(nnn2Cc2ccccc2)c1=O)Nc1ccc2c(c1)OCCO2 | 4.5% | -2.7% | -19.9% | -14.0% | 1.7% | -6.2% | 19.1% | -7.3% | -10.1%
Cc1nn(S(=O)(=O)N2CCCCC2)c(C)c1Br | 35.2%[activator][57.1 µM] | -0.1% | -11.3% | -1.8% | 8.5%[57.1 µM] | 25.4% | 20.0% | 5.4% | 0.5%
O=C(O)c1cccc(-n2cccc2/C=C2/NC(=O)N(Cc3ccccc3F)C2=O)c1 | 8.4%[57.1 µM] | 0.5% | 5.2% | -1.1% | -0.5%[57.1 µM] | ? | -18.1% | -2.3% | ?
O=C(O)CNC(=S)N(Cc1ccccc1F)C1CCCCC1 | 11.8% | 2.9% | -28.3% | ? | 11.3%[57.1 µM] | -11.1% | -6.5% | 20.5% | 1.6%
CCc1c(C(=O)NCCc2ccc(OC)c(OC)c2)[nH]c(C)c1C(C)=O | -4.9%[57.1 µM] | -0.8% | -15.5% | -8.1% | 2.2%[57.1 µM] | -16.4% | 21.1% | -0.8% | -0.2%
CCOc1ccc(NC(=O)CN(C)C(=O)c2ccc(OCC3CCCO3)cc2)cc1OCC (stereo not given) | -11.8% | 0.4% | -14.1% | 3.0% | -12.0% | 17.0% | 15.4% | 5.8% | 1.2%
O=C(c1ccc(S(=O)(=O)N2CCCC2)cc1)N(c1ccccc1)C1C=CS(=O)(=O)C1 (stereo not given) | -12.3% | -0.3% | 0.9% | -6.2% | -7.2% | 6.6% | 30.1% | 3.0% | -1.3%
CCN1CCN(c2ccc(NC(=O)Cc3ccccc3)cc2)CC1 | -14.7% | -1.2% | -15.7% | 5.2% | -5.3% | 22.7% | 6.9% | 1.1% | -1.2%
O=C(NCCNc1ccc([N+](=O)[O-])cc1)c1cccc2c(Br)cccc12 | -3.9% | 3.2% | -6.9% | 0.0% | -14.3% | -28.5% | -16.6% | 2.6% | 1.1%
Cc1noc(C)c1C(=O)NCCc1ccc(S(N)(=O)=O)cc1 | 26.2% | -1.0% | -19.3% | -8.2% | 5.5% | -16.7% | 14.6% | -1.8% | 1.7%
Cc1cc(C)nc(NC(=O)c2cccc([N+](=O)[O-])c2C)n1 | 5.8%[57.1 µM] | 0.1% | -14.4% | -12.9% | 1.0% | -0.7% | -3.2% | 5.6% | -0.6%
O=c1cc(-c2ccc(Cl)cc2)[nH]c2ccccc12 | 1.0% | -0.1% | -3.1% | -26.2% | -3.7% | nt | 24.0%[56.9 µM] | 8.7% | -11.3%
Cn1nnc(NC(=S)NC(=O)c2cccc3ccccc23)n1 | ? | 0.7% | -2.8% | ? | -0.5% | 0.631µM* | -44.2% | 7.9% | -3.7%

The final two records of the section above come first, to join the parts.
SMILES | TrxR1 inh | RXFP1 agonist | USP1 inh | Vif-APOBEC3F blk | TrxR1 substrate | ALOX12 inh | RGS4 inh | IDH1 R132H inh | Vif-A3G inh
O=c1cc(-c2ccc(Cl)cc2)[nH]c2ccccc12 | 1.0% | -0.1% | -3.1% | -26.2% | -3.7% | nt | 24.0%[56.9 µM] | 8.7% | -11.3%
Cn1nnc(NC(=S)NC(=O)c2cccc3ccccc23)n1 | ? | 0.7% | -2.8% | ? | -0.5% | 0.631µM* | -44.2% | 7.9% | -3.7%
CCC(C)Sc1ccc([C@@H]2[C@H]3C(=O)N(C)C(=O)[C@H]3[C@]3(C(=O)OC)CCCN23)cc1 (stereo not given in full) | 27.0% | nt | 10.7% | -10.2% | 3.8%[57.1 µM] | -48.5% | 13.1% | -5.4% | -0.5%
Nc1ncnc2oc(-c3ccoc3)c(-c3ccco3)c12 | 50.1µM* | nt | nt | nt | 24.7% | nt | ? | nt | 0.1%
CCN(C(=O)COc1ccc(C(=O)c2ccccc2)cc1)c1ccccc1 | -3.5% | 0.2% | -12.6% | 7.0% | -9.4% | -4.3% | 23.3% | -0.2% | 1.9%
O=c1[nH]cnc2c1N1CCC2CC1 | 10.8%[57.1 µM] | -0.6% | -10.5% | 6.7% | -7.7%[57.1 µM] | ? | 28.0% | 13.1% | -0.3%
CC1(C)Cc2c(C#N)c(NCCO)nc(-c3ccco3)c2CO1 | -3.8%[57.1 µM] | 9.2% | -9.2% | -19.5% | 41.6%[activator][57.1 µM] | ? | -3.9% | 6.5% | -1.3%
O=C(Cn1c(=O)n(-c2ccc(Cl)cc2)c(=O)c2c3c(sc21)CCCCC3)Nc1cccc(Cl)c1 | 21.5% | 4.8% | -25.2% | -5.4% | 5.9% | 0.0% | -5.3% | 7.6% | 0.0%
O=C(O)C(c1ccccc1)N1CCCCC1 (stereo not given) | 7.7% | 1.6% | -14.5% | 15.3% | -1.8% | ? | -7.8% | 0.6% | 6.9%
N#C[C@H]1C2OC2c2ccccc2N1C(=O)c1ccccc1 (stereo not given in full) | -29.2% | nt | -18.9% | 3.1% | 2.9% | -1.7% | -11.2% | -4.8% | -3.7%
Cc1cccc(C)c1NC(=S)N(c1ccccc1)C(C)C | -17.2% | 0.8% | -26.6% | 1.3% | 1.2% | -2.9% | 8.1%[11.4 µM] | 4.1% | 0.6%
C=C1Nc2ccccc2C(=O)N1c1ccc(C(=O)N2CCN(C(=O)c3ccco3)CC2)cc1 | 0.8% | nt | nt | nt | -3.3% | nt | 23.8% | nt | 3.1%
COc1cccc(-c2noc(CCC(=O)NCC3CCCO3)n2)c1 (stereo not given) | -4.3% | 1.8% | -5.0% | -25.7% | -4.0% | -5.9%&-17.4% | 27.8% | -1.0% | 1.4%
Cc1ccc(C(=O)Nn2cnnc2)cc1[N+](=O)[O-] | 12.5%[57.1 µM] | nt | -13.9% | 5.4% | 11.1%[57.1 µM] | -1.3% | 10.0% | -0.9% | -0.4%
CCOC(=O)N1CCN(C(=O)/C=C/c2ccc(OC)cc2)CC1 | 6.2% | -0.2% | -21.9% | 2.5% | -2.3% | -4.6% | -15.5% | 6.9% | 1.0%
CCc1cc(C(=O)OC)c(NC(=O)CCC(=O)O)s1 | 14.0% | 0.4% | -17.3% | 18.0% | 1.3% | 0.0% | -20.3% | 0.5% | -0.9%
Cc1oc2cc(O)ccc2c(=O)c1Oc1ccccc1 | -49.7% | 4.6% | -16.8% | -16.1% | 54.8%[activator][57.1 µM] | 0.0%&-19.9% | -73.3%[11.4 µM] | 3.9% | -6.0%
COc1ccc(C(O)(CC(C)C)C(CN2CCOCC2)c2ccccc2)cc1 (stereo not given) | 5.4% | 3.9% | -14.7% | 9.1% | -6.2% | -18.9% | 20.8% | -3.0% | -10.4%
Cc1ccc(-c2csc(NC(=O)c3ccccc3F)c2C(=O)O)cc1 | 10.3% | -4.2% | -19.2% | 0.5% | -1.6% | 13.7% | -37.8% | 24.0% | 0.1%
Cc1nc(Nc2ncc3c(n2)CC(C)(C)CC3=O)nc2ccccc12 | 34.2% | nt | -22.9% | -9.1% | 15.2% | 14.1% | 9.2%[11.4 µM] | -17.3% | 0.8%
O=S(=O)(c1cccc(NC(=S)N2CCN(c3ccccc3F)CC2)c1)C(F)F | 21.4% | -0.2% | -9.2% | -3.6% | -3.1% | -8.4% | 11.0% | 9.9% | -9.6%
Cn1ccnc1SCC(=O)Nc1cccc(S(=O)(=O)N2CCCCCC2)c1 | 3.3%[57.1 µM] | 2.9% | ? | 5.4% | 1.3%[57.1 µM] | -7.1% | 36.2% | -4.6% | 2.8%
CCCNC(=O)N1CCC(C(=O)c2ccc(F)cc2)CC1 | 15.6% | -0.3% | -12.1% | 0.1% | 3.4% | 0.0% | -9.1% | 5.4% | -0.5%
Cc1nc(C(=O)N(C)C)nn1-c1cc(Cl)cc(Cl)c1 | -1.6% | 4.0% | -15.5% | 0.5% | -5.6% | -20.9% | 12.9% | -4.3% | -0.2%
